Shiga toxin inh: A qHTS for Small Molecule Inhibitors of Shiga Toxin | Vero cells, Shiga toxin protein synthesis inhibition reporter | inhibition, % at 38.7 µM | 9.2% of 290,000 active | AID 2315, 2010; in the data active = inhibition mostly above about 28%, no sharp cut-off; inactive = mostly below about 43%; also: 0% is about no effect
AmpC inh no detg: qHTS Inhibitors of AmpC Beta-Lactamase (assay without detergent); AID 485341, 2010; AmpC nitrocefin hydrolysis, absorbance 480 nm, 0.0001% Triton; 0.52% of 330,000 active; P00811; Potency, µM (doses to about 57.1 µM), inactives show top-dose activity change, negative = inhibition, hits mostly inhibitors;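 also: potency is read from the fitted curve at half-maximal effect; plate controls were no compound for no effect and no enzyme for full effect; nearly all actives have a fitted effect of over 20% in size; some results filed as inactive show a strong effect at the top dose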
Target sequence (P00811 whole entry, looked up): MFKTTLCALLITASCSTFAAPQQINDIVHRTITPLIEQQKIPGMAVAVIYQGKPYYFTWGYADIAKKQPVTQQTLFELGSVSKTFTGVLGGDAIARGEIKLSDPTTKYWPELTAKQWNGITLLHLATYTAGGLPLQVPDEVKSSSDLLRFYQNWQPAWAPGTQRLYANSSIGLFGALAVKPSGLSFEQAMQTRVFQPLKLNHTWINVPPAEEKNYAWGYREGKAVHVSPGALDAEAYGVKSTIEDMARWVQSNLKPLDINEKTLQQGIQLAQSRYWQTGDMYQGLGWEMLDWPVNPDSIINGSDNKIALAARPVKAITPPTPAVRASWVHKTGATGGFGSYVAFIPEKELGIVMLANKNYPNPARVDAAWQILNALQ
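20 mM phosphate pH 7.0 + 0.01% (detergent screen) or 0.0001% Triton X-100; 5.3 nM AmpC reagent; cpd preinc 15 min RT; nitrocefin (800 uM stock) to start; A480 q20 s × 4 min; Activity was normalised to no-enzyme and no-compound control wells.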
Cycloheximide cs: Cycloheximide Counterscreen for Small Molecule Inhibitors of Shiga Toxin; cell reporter, cycloheximide protein synthesis inhibition counterscreen; max response, %; 12% of 300,000 active; in the data active = max response mostly above about 13%, no sharp cut-off; inactive = mostly below about 14%; also: read at 38.3 µM for the half of the compounds with a filed dose; 0% is about no effect
HCMV inh: qHTS Assay for inhibitors of the human cytomegalovirus (HCMV); HFF cells, HCMV-luciferase reporter, 72 h; stronger effect = lower value; activity change, negative = inhibition, % at 57.5 µM; 4.5% of 410,000 active; AID 1259415, 2018; in the data active = activity change below about -60%; inconclusive = no clear call, values can overlap the other calls; inactive = above about -39%; also: % is scaled to controls: 0 for no effect and ±100 for the full control effect
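Screen run at 2 compound doses on HFFs infected with reporter HCMV, MOI 1 PFU/cell. Luciferase activity from cell lysates at 72 h post infection gave inhibition relative to buffer-only and Salinomycin wells.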
AmpC inh detg: qHTS Inhibitors of AmpC Beta-Lactamase (assay with detergent). AID 485294, 2010. AmpC hydrolysis of nitrocefin, absorbance 480 nm, 0.01% Triton. 0.041% of 370,000 active. P00811. Potency, µM (highest dose often 114 µM), inactives show at the top dose activity change, negative = inhibition, usual class: inhibitors;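 also: potency is read from the fitted curve at half-maximal effect; 0% = no-compound wells and -100% = no-enzyme wells; nearly all actives have a fitted effect of over 25% in size; some results filed as inactive show a strong effect at the top dose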
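AmpC (5.3 nM in the dispensed reagent) in 20 mM phosphate pH 7.0 with 0.01% (detergent screen) or 0.0001% Triton X-100 was preincubated with compounds for 15 min at room temperature. Nitrocefin was then added from an 800 uM solution, and hydrolysis was followed at 480 nm.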
Giardia FBPA inh: qHTS Assay for Inhibitors of Fructose-1,6-bisphosphate Aldolase from Giardia Lamblia; A8B2U2; purified Giardia FBPA; Potency, µM (doses to about 59.6 µM), without a hit: at the highest dose activity, negative = inhibition, hits mostly inhibitors; 0.71% of 290,000 active; also: potency is read from the fitted curve at half-maximal effect; % is scaled to controls: 0 for no effect and ±100 for the full control effect; nearly all actives have a fitted effect of over 55% in size
Target sequence (A8B2U2 whole entry, looked up): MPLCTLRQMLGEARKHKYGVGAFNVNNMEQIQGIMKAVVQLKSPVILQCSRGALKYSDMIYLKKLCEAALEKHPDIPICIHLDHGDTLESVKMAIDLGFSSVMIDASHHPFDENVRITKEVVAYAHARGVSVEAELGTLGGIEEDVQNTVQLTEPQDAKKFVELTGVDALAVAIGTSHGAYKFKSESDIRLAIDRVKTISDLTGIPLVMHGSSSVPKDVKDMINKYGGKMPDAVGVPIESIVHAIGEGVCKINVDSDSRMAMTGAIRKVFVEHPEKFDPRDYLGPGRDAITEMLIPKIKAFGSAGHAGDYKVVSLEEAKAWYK
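Giardia FBPA (40 nM reagent) was preincubated 10 min at RT with compound (up to 57.5 uM final), then substrate plus GAPDH/TPI/NAD/arsenate coupling system with diaphorase/resazurin was added; resorufin fluorescence (525/598 nm) was read after 20 min.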
AMA1-RON2 inh: qHTS for Inhibitors of AMA1-RON; Towards Development of Antimalarial Drug Lead: Primary Screen; Plasmodium falciparum AMA1 (3D7) - RON2 peptide interaction; AlphaScreen AMA1-biotinylated RON2 peptide binding; Potency, µM (highest dose often 58.2 µM), for inactives: top-dose activity change, negative = inhibition, actives largely listed as inhibitors; 0.2% of 360,000 active;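 also: potency is read from the fitted curve at half-maximal effect; 0% = vehicle wells and -100% = peptide control; nearly all actives have a fitted effect of over 45% in size; some results filed as inactive show a strong effect at the top dose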
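AMA1 (3D7) with his tag at 25 nM final met compounds first, then biotinylated RON2 peptide at 25 nM; detection used donor plus acceptor beads, 10 µg/mL apiece, read by AlphaScreen after 30 min at room temperature.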
Starred values were filed as active, the others as inactive; ? = inconclusive; / = no result given; & = joins results of further samples; [ ] = remark or other dose. Unless noted, calls follow the shape of the dose curve; as a rule, active = well fitted curve in the direction sought with a large enough effect; inconclusive = small, poorly fitted or top-dose-only effect, or another doubt; inactive = no such curve, though single readings can be large; an effect the other way counts as inactive or inconclusive.

Results follow in this order: Shiga toxin inh, HCMV inh, AmpC inh detg, Cycloheximide cs, AMA1-RON2 inh, AmpC inh no detg, Giardia FBPA inh
Cn1c(=O)c2c(nc(N3CCCCC3)n2CCSc2nc3ccccc3s2)n(C)c1=O
 : -10, -32, -1%, -2, 4%, 18%, 0%
COc1ccc(C(=O)Nc2ccc(Nc3ccccc3)cc2)cc1OC
 : /, 1, -10%, 7, -2%, -13%, -4%
Cc1ccc(NC(=O)CSCC(=O)NC2(C)CCS(=O)(=O)C2)cc1 (stereo unspecified)
 : /, -3, -2%, /, 19%, -13%, /
COc1ccccc1OCCNC(=O)c1cc(C2CC2)nc2c1cnn2C(C)C
 : /, -16, 0%, /, 11%, 29%, /
CSc1nsc(SCC(=O)Nc2ccccc2C(=O)O)n1
 : 44*, -4, 0%, 19*, -20%, -18%, /
CCC1(c2ccc(F)cc2)NC(=O)N(CC(=O)Nc2ccc(S(N)(=O)=O)cc2)C1=O (stereo unspecified)
 : -28, -27, -5%, -5, 4%, -25%, 1%
C[C@H](CO)N1C[C@H](C)[C@@H](CN(C)S(=O)(=O)c2ccccc2)Oc2c(NC(=O)Nc3ccc4c(c3)OCO4)cccc2C1=O
 : /, -15, /, /, 0%, 255%[activator], /
O=C(COC(=O)/C=C/c1ccc([N+](=O)[O-])cc1)NCc1ccco1
 : -2, 19, 6%, -2, -2%, -3%, 3%
CCOc1ccc(-c2nnc(-c3cccs3)o2)cc1OCC
 : 58*, 21, -1%, 24*, 11%, -1%, 15%
CCOC(=O)N1CC=C2C(C#N)=C(N)C(C#N)(C#N)[C@H](c3ccsc3)[C@H]2C1
 : -5, 8, -6%, 0, 8%, -23%, 18%
CC1=CC2=NC(=O)/C(=C\c3cccn3CCOc3ccccc3C)C(=N)N2O1
 : -3, 2, 1%, 4, -6%, -44%, -2%
CSc1nc(-c2ccco2)nn1S(=O)(=O)c1ccc(C)cc1
 : 29, 22, -2%, -2, 0%, -19%, ?
Cc1ccc(C(=O)N/C(=C\c2ccc(C)o2)C(=O)O)cc1
 : 28, -17, -4%, 11, -5%, -21%, 1%
CCOc1cc(/C=N/n2c(C)nnc2C)ccc1O
 : 12, 1, -5%, 2, 3%, -15%, -1%
O=C(Nc1ccccc1)OCCNC(=O)c1cccc(Cl)c1
 : 16, 31, -2%, 18, 1%, -9%, -3%
COc1cccc(C2CC(c3cccc(C)c3)n3ncnc3N2)c1 (stereo unspecified)
 : -2, -37, -12%, -3, 7%, 22%, -5%
O=C(c1ccco1)N1CCN(C(=O)c2cccc3c2C(=O)N(C2CCCCC2)C3)CC1
 : 8, -33, 4%, 4, 7%, -9%, -5%
CCOc1cc(/C=N/NC(=O)CN2CCCCC2)ccc1OCc1cccc(Cl)c1
 : 1, -38, -7%, -2, -5%, -14%, 8%
COc1ccc(/C=C2/SC(=O)N(CCC(=O)Nc3ccc(C)cc3)C2=O)cc1OC
 : 33, -7, -7%, 0, /, -2%, 5%
CC1CCCN(C(=O)COC(=O)c2cc(Br)ccc2O)C1 (stereo unspecified)
 : /, -17, /, /, ?, -15%, /
CCOC(=O)CCn1cnc2ccc([N+](=O)[O-])cc2c1=O
 : 9, -22, -14%, -2, 1%, -5%, -2%
CCCCn1nc2cc(C(=O)N[C@H](C)C3CCCCC3)ccc2c1OCC
 : 9, -18, -1%, -3, -19%, 15%, 1%
O=C(CCc1ccccc1)Nc1ncc([N+](=O)[O-])s1
 : 86*, 54, 6%, 61*, 7%, -40%, 0%
O=C(CSc1ccc(-c2cccnc2)nn1)c1ccc([N+](=O)[O-])cc1
 : 20, 0, 3%, -2, 58%[activator], -30%, -8%
Clc1ccc(-c2csc(Nc3cccnc3)n2)cc1
 : 34, ?, 3%, 12, -4%, -12%, 0%
O=C1CSC(c2ccc([N+](=O)[O-])cc2)N1CCN1CCCCC1 (stereo unspecified)
 : 27, 18, -5%, -4, -10%, 28%, 1%
O=C(COC(=O)c1cc2ccccc2cc1O)Nc1cccnc1Cl
 : 26, 2, -1%, -1, -6%, -27%, -6%
COC(=O)c1ccc(C)c(NC(=O)C2COc3ccccc3O2)c1 (stereo unspecified)
 : -1, -16, -14%, -3, 0%, -7%, 4%
O=C(CSc1nn(-c2ccccc2)c(=S)s1)NC(=O)NCc1ccco1
 : -4, 9, -3%, 9, -4%, -48%, 6%
Fc1cc(Cl)ccc1NC(=S)NCCN1CCOCC1
 : 0, 0, 1%, -3, 2%, 58%[activator], 0%
CCOc1ccc(-c2ccc(SCC(=O)NC3CCCCC3)nn2)cc1
 : 39, 120, -3%, 17*, -5%, -11%, -1%
CCN1CCc2c(sc(NC(=O)c3ccc(S(=O)(=O)N4CCCC4)cc3)c2C(=O)NC)C1
 : -14, -17, ?, -2, -15%, 149%[activator], -8%
CCOC(=O)c1c(C)nc(C(Cl)(Cl)Cl)nc1N
 : 56*, -36, 3%, 18*, 7%, -19%, ?
CCC(=O)N1CCc2cc(Br)cc(S(=O)(=O)NCC3CCCO3)c21 (stereo unspecified)
 : -10, -12, -5%, -2, 1%, -5%, 1%
CCOc1ccc(CCNC(=O)COC(=O)c2ccc(Br)o2)cc1OCC
 : /, -14, -3%, /, -4%, 1%, /
CCOC(=O)c1[nH]c2ccc(OC)cc2c1NC(C)=O
 : -19, 26, 8%, -5, -1%, 2%, -4%
COc1cccc(CN2CCNC(=O)C2CC(=O)NCC2CCOCC2)c1 (stereo unspecified)
 : 18, ?, 1%, 6, 37%[activator], 61%[activator], /
COc1ccc(C(=O)Nc2ccccc2N2CCCCC2)cc1[N+](=O)[O-]
 : -4, -63*, 5%, -1, -13%, 104%[activator], -7%
COc1ccc(S(=O)(=O)NCCc2nnc3ccc(SCC(=O)Nc4cc(C)on4)nn23)cc1
 : -10, -14, 0%, -2, 1%, -8%, 6%
Cc1ccc(-n2c(N)c(Br)c(=O)[nH]c2=O)cc1C
 : 27, ?, 4%, -5, -8%, -5%, 3%
COc1ccc(-c2cc(C(=O)Nc3c(C)nn(Cc4ccccc4)c3C)no2)cc1
 : -16, -21, -15%, -1, -1%, 3%, 3%
COC(=O)C(C)NC(=O)C(C)NC(=O)OCc1ccccc1 (stereo unspecified)
 : -6, -12, ?, -2, 15%, -4%, 1%
O=C(CCc1ccc(S(=O)(=O)NCCc2ccccc2)cc1)Nc1ccc2c(c1)OCCO2
 : 14, -28, -14%, 15, -19%, -32%, 4%
Fc1ccc(-c2oncc2-c2nnnn2-c2ccccc2)cc1F
 : 12, 2, ?, -2, 1%, -24%, 1%
CCC(NC(=O)c1cc(COc2cncc(Cl)c2)on1)c1ccncc1 (stereo unspecified)
 : 1, ?, ?, -3, -3%, -8%, -6%
O=C(NC(=S)Nc1ccc(Cc2ccncc2)cc1)c1ccccc1F
 : 41, -99*, -4%, 24*, 45%[activator], 40%, -22%
CCn1c(C)nc2cc(C(=O)NNC(=S)Nc3ccc(OC)cc3)ccc21
 : -3, ?, ?, 9, 72%[activator], -7%[11.4 µM], 1%
O=C(NC1CCCC1)C(c1ccc(Cl)cc1)N(Cc1ccc(F)cc1)C(=O)CCl (stereo unspecified)
 : -5, /, -5%, -2, 5%, 1%, -7%
Cc1ncc2n1-c1ccc(Cl)cc1C(c1ccccc1F)=NC2
 : /, 120, /, /, -7%, 32%, /
COc1ccc(Sc2ncnc3onc(C)c23)cc1
 : -5, -12, 1%, -7, 10%, -10%, -3%
COc1cccc(NC(=O)Cn2nnc(C(=O)NCCc3ccccc3)c2N)c1
 : 2, -18&-36, -1%&16%, 2, -8%, -47%, 13%
CC(=O)NC1=NN(C(C)=O)C2(S1)C(=O)N(CC(C)C)c1ccc(C)cc12 (stereo unspecified)
 : -3, 13, 3%, -4, 4%, 64%[activator], -14%
NC(=O)CN1CC(c2ccccc2)CC1=O (stereo unspecified)
 : -17, -32, ?, -5, 5%, -17%, 2%
Cc1occc1-c1nnc(SCC(=O)c2ccc(Cl)cc2)n1CC1CCCO1 (stereo unspecified)
 : 37, 13, -1%, 2, 14%, 2%, -10%
O=C(NC(C(=O)c1ccccc1)n1cnccc1=O)c1ccccc1 (stereo unspecified)
 : 19, -18, -11%, 22, 3%, -10%, 1%
C/C(CC(=O)Nc1ccc(Cl)cc1C(F)(F)F)=N\NC(=O)c1cccs1
 : 91*, 38, -8%, 54*, 68%[activator], 0%, -17%
Oc1ccc(/C=N/N2CCCCC2)c(O)c1O
 : 12, -3, -4%, 2, 4%, -16%, 2.8µM*
O=C1OC(c2ccccc2)=N/C1=C\N1CCCCC1
 : 61*, 61, -2%, 42*, -3%, -3%, 3%
CC1CCCN(C(=O)Cn2nnc(-c3cccnc3)n2)C1 (stereo unspecified)
 : 21, 53, -15%, -5, 3%, -1%, 2%
COc1ccc(NC(=S)NCCc2ccccc2)c(OC)c1
 : 20, 6, 3%, -2, -3%, -17%, -2%

Limited to AmpC inh no detg, for some of the entries so far:
structure	AmpC inh no detg
COc1cccc(NC(=O)Cn2nnc(C(=O)NCCc3ccccc3)c2N)c1	-47%
COc1ccc(Sc2ncnc3onc(C)c23)cc1	-10%
CC1CCCN(C(=O)Cn2nnc(-c3cccnc3)n2)C1 (stereo unspecified)	-1%

Other structures follow:
Results follow in this order: Shiga toxin inh, HCMV inh, AmpC inh detg, Cycloheximide cs, AMA1-RON2 inh, AmpC inh no detg, Giardia FBPA inh
COC(=O)c1c(C)[nH]c(C(=O)OCC(=O)c2ccc(C)s2)c1C
 : /, 52, /, /, -18%, -26%, /
COC(=O)c1ccc2c(=O)[nH]c(COC(=O)c3c(-c4ccccc4Cl)noc3C)nc2c1
 : /, 5, -10%, /, -3%, -23%, /
COCCCn1c(Cc2csc(Nc3cccc(Cl)c3)n2)nnc1SCC(=O)OC1CCCCC1
 : 40, -17, -2%, 1, 75%[activator], 39%, -7%
CC1CCC(NC(=O)Cn2cnc3sccc3c2=O)CC1 (stereo unspecified)
 : /, -8, 5%, /, -7%, -15%, /
Cc1ccc(-c2noc(C3CCN(S(=O)(=O)c4ccc5c(c4)OCCO5)CC3)n2)o1
 : -10, -96*, -11%, -2, -10%, -17%, -3%
CN(CC(=O)Nc1ccccc1Cl)C(=O)COC(=O)c1ccc(=O)n(Cc2ccccc2)n1
 : /, -12, -8%, /, -9%, 27%, /
Cc1noc(C)c1S(=O)(=O)Nc1ccc(O)c2c(=O)cc(-c3ccccc3Cl)oc12
 : -1, -28, 8%, -3, 10%, -45%, 7%
O=C(COc1ccc(-n2cnnn2)cc1)Nc1ccc(F)c(Cl)c1
 : /, -10, /, /, 2%, -42%, /
CCCC(C(=O)NC1CCCC1)N(C(=O)Cn1nnc(-c2ccc(C)o2)n1)c1ccccc1F (stereo unspecified)
 : -2, -8, ?, -2, -9%, 62%[activator], 1%
